# Source: PubChem BioAssay (several laboratories)
# FXIIa inh mix – factor XIIa (human) inhibition, mixture screen | P00748 | inhibition, % at 5 µM | 62,000 compounds, 0.2% hits | purified FXIIa, fluorogenic substrate, pooled mixtures;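 further: 0% = enzyme without compound and 100% = no enzyme blank; some results filed as inactive read as strong as hits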
# PKA kinase inh – PKA (human) kinase inhibition; P17612; PKA Kemptide phosphorylation, Kinase-Glo ATP luminescence; inhibition, % at 6 µM; 65,000 compounds, 0.1% hits; AID 524;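 active means inhibition above the screen-wide mean inhibition plus 3 SD, cut at about 21% in these data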; further: many of its hits are not listed in these tables
# JNK3 blocker – blocks human JNK3 kinase activity | P53779 | purified JNK3 kinase activity, HTS | inhibition, % at 8 µM | 60,000 compounds, 0.61% hits | AID 746; in the data active means inhibition above about 17%;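 further: 0% = DMSO and 100% = reference inhibitor; many of its hits are not listed in these tables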
# CatL inh – inhibitors of human cathepsin L; P07711; purified cathepsin L, fluorogenic substrate, fluorescence; inhibition, %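 (tested at 10 µM)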; 58,000 compounds, 0.17% hits; in the data active means inhibition above about 45%;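 further: 0% = enzyme with no compound and 100% = no enzyme blank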
# CatG inh – blocks human cathepsin G enzyme activity | purified enzyme, AMC-tetrapeptide fluorescence, pooled mixtures | P08311 | inhibition, % at 5 µM (by protocol) | 62,000 compounds, 0.2% hits | AID 581;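 active means inhibition above 20% in each of the two mixture wells holding the compound; inactive means inhibition of 20% or less in either well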;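 further: 0% = enzyme control without mixture and 100% = blank lacking enzyme; strong numbers were not always called active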
# FXIa inh mix – inhibitors of human coagulation factor XIa, pooled mixtures | P03951 | purified FXIa, fluorogenic substrate | inhibition, % at 5 µM | 62,000 compounds, 0.19% hits | AID 680;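 further: each value is inhibition by a whole ten-compound pool holding the compound; 0% = enzyme with no mixture and 100% = wells lacking enzyme; strong numbers were not always called active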
# CatS block – blocks human cathepsin S protease activity; inhibition, %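 (tested at 5 µM per compound within 10-compound mixtures)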; P25774; recombinant cathepsin S, AMC dipeptide fluorescence, pooled mixtures; 62,000 compounds, 0.06% hits; in the data active means inhibition above about 32%, passing the limit was not always enough;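 further: 0% = enzyme without compound and 100% = blank without enzyme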
# ROCK2 blocker – blocks human Rho kinase 2 activity | O75116 | purified ROCK2, Kinase-Glo ATP depletion luminescence | inhibition, % at 6 µM | 60,000 compounds, 0.35% hits;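 active means inhibition above the screen-wide mean inhibition plus 3 SD, cut at about 18% in these data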;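 further: plate controls were DMSO wells for no effect and Y-27632 control wells after no-enzyme background subtraction for full effect; many of its hits are not listed in these tables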
# C1s inh – blocks human complement C1s protease activity; P09871; purified C1s, fluorogenic AMC substrate, pooled mixtures; mean inhibition % of two 10-compound mixtures (active compounds read high), % at 5 µM (by protocol); 62,000 compounds, 0.16% hits; AID 538;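 active means inhibition above 20% in each of the two 10-compound mixture wells holding the compound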;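 further: 0% = enzyme wells lacking compound mixture and 100% = no-enzyme blank wells; some compounds called inactive have numbers as strong as hits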
# Target sequence (P09871 16-437 limits assumed): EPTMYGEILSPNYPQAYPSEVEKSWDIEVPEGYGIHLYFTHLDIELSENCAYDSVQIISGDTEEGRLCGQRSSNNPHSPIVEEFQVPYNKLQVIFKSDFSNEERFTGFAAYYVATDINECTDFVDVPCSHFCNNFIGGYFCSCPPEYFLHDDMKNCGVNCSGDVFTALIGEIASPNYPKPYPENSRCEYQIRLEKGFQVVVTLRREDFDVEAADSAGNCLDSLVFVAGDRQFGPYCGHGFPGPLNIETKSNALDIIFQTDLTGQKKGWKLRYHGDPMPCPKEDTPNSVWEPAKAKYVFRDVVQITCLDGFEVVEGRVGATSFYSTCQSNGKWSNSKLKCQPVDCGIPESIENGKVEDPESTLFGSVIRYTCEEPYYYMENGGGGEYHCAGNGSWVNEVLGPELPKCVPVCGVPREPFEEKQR
# Target sequence (P09871 438-688 limits assumed): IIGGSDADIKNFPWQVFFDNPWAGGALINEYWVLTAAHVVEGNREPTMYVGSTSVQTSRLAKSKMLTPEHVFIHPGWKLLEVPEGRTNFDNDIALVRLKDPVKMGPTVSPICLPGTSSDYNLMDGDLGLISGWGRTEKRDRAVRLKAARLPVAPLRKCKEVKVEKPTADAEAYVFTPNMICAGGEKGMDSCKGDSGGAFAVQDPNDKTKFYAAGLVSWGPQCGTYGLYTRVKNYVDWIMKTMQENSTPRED
# Numbers without * were called inactive; nt = no result given. Unless noted, no stated cut-off is given here; in the data, active means inhibition above about 20% (passing the limit was not always enough); inactive means the rest.
[1] CCOC(=O)C1SC2(C(F)F)CC1(O)c1c(c(OC)c3occc3c1OC)O2 (stereo not given)
[2] CCCCCCOC(=O)c1ccccc1N
[3] CC(=O)Nc1cc(C(=O)N2CCC3(CC2)OCCO3)ccc1S(=O)(=O)c1ccc(C)cc1
[4] COC(=O)CC1(Cc2ccccc2)C(=O)NC(=O)NC1=O
[5] O=c1c2ccccc2nc(N2CCCC2)n1-c1ccc(Cl)cc1
[6] c1ccc(C(OCCN2CCNCC2)c2ccccc2)cc1

compound no. | 1 | 2 | 3 | 4 | 5 | 6
FXIIa inh mix | 4 | 4 | 7 | -1 | 1 | -4
PKA kinase inh | 6 | 4 | 8 | 10 | 7 | 4
JNK3 blocker | -4 | 4 | 2 | 1 | -2 | 1
CatL inh | -3 | -3 | 11 | 1 | -13 | 1
CatG inh | 12 | 2 | 0 | -10 | -2 | 9
FXIa inh mix | 7 | 8 | 0 | -21 | -3 | 5
CatS block | -1 | 13 | 16 | -27 | -5 | -8
ROCK2 blocker | 5 | 4 | 1 | 6 | 3 | 7
C1s inh | 13 | 0 | 2 | -165 | -5 | 9

[7] O=C(O)c1cc2ccccc2oc1=O
[8] COc1ccccc1CN1CCN(C(=O)COc2cccc(C)c2)CC1
[9] CCCCNC(=O)Nc1ccc(C(O)(C(=O)OCC)C(F)(F)F)cc1 (stereo not given)
[10] Cc1ccc(S(=O)(=O)N2CN3CCN(C3)C2)cc1
[11] CCOP(=S)(OCC)c1ccc(N(C)C)cc1
[12] COc1ccc(C(CC(=O)N2CCC3(CC2)OCCO3)NS(=O)(=O)c2ccc(F)cc2)cc1 (stereo not given)

compound no. | 7 | 8 | 9 | 10 | 11 | 12
FXIIa inh mix | 1 | 2 | nt | -14 | 7 | -5
PKA kinase inh | 3 | -2 | 4 | 10 | -4 | 8
JNK3 blocker | 6 | -2 | 4 | -2 | nt | -8
CatL inh | nt | 2 | 1 | 4 | 2 | 14
CatG inh | 7 | 12 | nt | 10 | -2 | -9
FXIa inh mix | -2 | 3 | nt | 5 | -2 | -2
CatS block | 4 | 6 | nt | nt | 18 | -4
ROCK2 blocker | 0 | 3 | 6 | 3 | nt | 4
C1s inh | -2 | 14 | nt | 13 | -19 | -6

# Whole records, looked up by structure:
# Profile of O=C(O)c1cc2ccccc2oc1=O → FXIIa inh mix = 1; PKA kinase inh = 3; JNK3 blocker = 6; CatL inh = nt; CatG inh = 7; FXIa inh mix = -2; CatS block = 4; ROCK2 blocker = 0; C1s inh = -2
# Profile of CCCCNC(=O)Nc1ccc(C(O)(C(=O)OCC)C(F)(F)F)cc1 (stereo not given) → FXIIa inh mix = nt; PKA kinase inh = 4; JNK3 blocker = 4; CatL inh = 1; CatG inh = nt; FXIa inh mix = nt; CatS block = nt; ROCK2 blocker = 6; C1s inh = nt

# Back to the main list with the 3 entries that preceded the break.
[10] Cc1ccc(S(=O)(=O)N2CN3CCN(C3)C2)cc1
[11] CCOP(=S)(OCC)c1ccc(N(C)C)cc1
[12] COc1ccc(C(CC(=O)N2CCC3(CC2)OCCO3)NS(=O)(=O)c2ccc(F)cc2)cc1 (stereo not given)
[13] CN(C)C1=NC(N(C)C)=NP(N(C)C)(N(C)C)=N1
[14] C[C@H]1CCC/C=C/C2C[C@H](O)CC2[C@H](O)/C=C/C(=O)O1 (stereo not given in full)
[15] O=c1cccc2n1CC1CC2CN(c2ncnc3c2cnn3-c2ccc(Cl)cc2)C1 (stereo not given)
[16] CCN(CC)c1ccc(N=Cc2c(O)n(-c3cc(OC)ccc3OC)c(=O)[nH]c2=O)cc1
[17] CCOc1ccc(-n2c(O)c(C=Nc3ccc(N4CCOCC4)cc3)c(=O)[nH]c2=O)cc1
[18] Cc1cccc(OC(=O)N2CCOCC2)c1

compound no. | 10 | 11 | 12 | 13 | 14 | 15 | 16 | 17 | 18
FXIIa inh mix | -14 | 7 | -5 | 1 | 9 | 8 | nt | 1 | -17
PKA kinase inh | 10 | -4 | 8 | -8 | -2 | 8 | 4 | 4 | 4
JNK3 blocker | -2 | nt | -8 | -3 | 14 | nt | -2 | 4 | -1
CatL inh | 4 | 2 | 14 | 1 | 0 | nt | 26 | -16 | nt
CatG inh | 10 | -2 | -9 | -2 | 4 | 4 | nt | 1 | 5
FXIa inh mix | 5 | -2 | -2 | 7 | 1 | 6 | nt | 6 | -2
CatS block | nt | 18 | -4 | 3 | -1 | 7 | nt | -5 | -6
ROCK2 blocker | 3 | nt | 4 | 0 | 3 | nt | 0 | 6 | 7
C1s inh | 13 | -19 | -6 | -14 | 2 | -6 | nt | 2 | 3

# 3 entries from above, field by field.
11) CCOP(=S)(OCC)c1ccc(N(C)C)cc1
  FXIIa inh mix: 7 | PKA kinase inh: -4 | JNK3 blocker: nt | CatL inh: 2 | CatG inh: -2 | FXIa inh mix: -2 | CatS block: 18 | ROCK2 blocker: nt | C1s inh: -19

12) COc1ccc(C(CC(=O)N2CCC3(CC2)OCCO3)NS(=O)(=O)c2ccc(F)cc2)cc1 (stereo not given)
  FXIIa inh mix: -5 | PKA kinase inh: 8 | JNK3 blocker: -8 | CatL inh: 14 | CatG inh: -9 | FXIa inh mix: -2 | CatS block: -4 | ROCK2 blocker: 4 | C1s inh: -6

13) CN(C)C1=NC(N(C)C)=NP(N(C)C)(N(C)C)=N1
  FXIIa inh mix: 1 | PKA kinase inh: -8 | JNK3 blocker: -3 | CatL inh: 1 | CatG inh: -2 | FXIa inh mix: 7 | CatS block: 3 | ROCK2 blocker: 0 | C1s inh: -14

# (next part)
[19] O=C(COc1ccc(Br)cc1)N1CCN(Cc2ccncc2)CC1
[20] O=C(O)CCCc1ccc(N(CCCl)CCCl)cc1
[21] COc1ccc(Br)cc1CN1CCN(CCO)CC1
[22] O=C(NC[P+](=O)O)OCc1ccccc1
[23] CCC(=Nc1ccc(OC)cc1OC)c1c(O)n(C)c(=O)n(C)c1=O

compound no. | 19 | 20 | 21 | 22 | 23
FXIIa inh mix | 2 | -1 | 0 | 8 | 0
PKA kinase inh | -4 | -4 | 1 | 8 | 10
JNK3 blocker | 2 | -5 | -2 | -2 | 3
CatL inh | 5 | -16 | 5 | -5 | 3
CatG inh | 0 | -7 | 2 | 9 | 11
FXIa inh mix | 5 | 8 | 4 | 3 | 4
CatS block | 4 | 24 | 8 | -4 | -4
ROCK2 blocker | 0 | -4 | 3 | 2 | 6
C1s inh | -11 | -17 | 2 | 1 | 15

# Only part of the results is shown, so the mix of outcomes need not match the whole.
